Compound activity as filed in PubChem BioAssay.
FUS suppressor: FUS proteinopathy suppression in yeast; S. cerevisiae FUS-expressing, growth rescue, OD600, 24 h; Potency, µM (doses to about 76.6 µM), without a hit: at the top dose growth rescue (activation), usual class: activators; hit rate 0.24% among 390,000;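 also: potency is read from the fitted curve at half-maximal effect; plate controls were DMSO vehicle for no effect and reference control for full effect; nearly all actives have a fitted effect of over 55% in size; some results filed as inactive show a strong effect at the top dose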
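Cultures pregrown in 2.5% raffinose medium are shifted to minimal medium containing 2% galactose to express toxic FUS. Compounds are tested at several concentrations. After 24hr at 30C, growth is quantified at 600 nm absorbance.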
TDP-43 yeast inh: TDP-43 toxicity inhibition in yeast. TDP-43 expressing yeast growth rescue, BacTiter-Glo, 24 h. Potency, µM (top dose mostly 46.1 µM), for the others: top-dose growth rescue (activation), usual class: activators. hit rate 1.8% among 410,000. AID 652104; also: potency is read from the fitted curve at half-maximal effect; % of control where 0% means no effect; nearly all actives have a fitted effect of over 50% in size
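Growth rescue of TDP-43-toxic yeast measured as ATP luminescence (BacTiter-Glo). Cells grown to mid-log in raffinose, induced in galactose at OD600=0.02, exposed to compound 24 hr at 30 deg C.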
GLP1R inv ag: GLP-1 receptor (human) inverse agonism. HEK293 GLP-1R CRE-luciferase, luminescence, 24 h; GLP-1R form is constitutively active. Potency, µM (doses to about 38.3 µM), inactives show at the highest dose activity change, negative = inhibition, most hits filed as inhibitors. hit rate 1.6% among 410,000; also: potency is read from the fitted curve at half-maximal effect; % is scaled to controls: 0 for no effect and ±100 for the full control effect; nearly all actives have a fitted effect of over 55% in size
Target sequence (P43220 whole entry, looked up): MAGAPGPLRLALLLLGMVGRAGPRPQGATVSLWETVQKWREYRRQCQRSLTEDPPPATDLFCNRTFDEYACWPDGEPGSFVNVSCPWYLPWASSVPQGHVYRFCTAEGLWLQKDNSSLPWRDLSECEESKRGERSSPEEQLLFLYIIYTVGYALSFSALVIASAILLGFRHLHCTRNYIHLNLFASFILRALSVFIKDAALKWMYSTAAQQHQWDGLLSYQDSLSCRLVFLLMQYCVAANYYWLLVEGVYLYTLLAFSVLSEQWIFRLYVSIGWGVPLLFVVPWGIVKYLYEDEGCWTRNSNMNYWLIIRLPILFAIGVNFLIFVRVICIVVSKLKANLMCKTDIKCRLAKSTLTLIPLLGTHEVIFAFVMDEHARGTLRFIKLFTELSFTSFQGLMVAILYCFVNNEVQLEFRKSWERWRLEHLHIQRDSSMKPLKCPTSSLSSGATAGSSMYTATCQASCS
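Constitutively active GLP-1R drives a cAMP-responsive luciferase in stably transfected HEK293 cells; test compounds are added after overnight (12 h) attachment and left 24 hr, and signal loss in luminescence marks inhibition.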
DRD3 antagonist: D3 dopamine receptor (human) antagonism | P35462 | D3R cells, DiscoveRx beta-arrestin luminescence, antagonist mode; active compounds read low | max response, negative = inhibition, % | hit rate 2.5% among 360,000 | AID 652054; in the data active = max response below about -50%; inconclusive = no clear call, values can overlap the other calls; also: % is scaled to controls: 0 for no effect and ±100 for the full control effect; mostly tested at two doses, the higher about 12 µM
Target sequence (P35462 whole entry, looked up): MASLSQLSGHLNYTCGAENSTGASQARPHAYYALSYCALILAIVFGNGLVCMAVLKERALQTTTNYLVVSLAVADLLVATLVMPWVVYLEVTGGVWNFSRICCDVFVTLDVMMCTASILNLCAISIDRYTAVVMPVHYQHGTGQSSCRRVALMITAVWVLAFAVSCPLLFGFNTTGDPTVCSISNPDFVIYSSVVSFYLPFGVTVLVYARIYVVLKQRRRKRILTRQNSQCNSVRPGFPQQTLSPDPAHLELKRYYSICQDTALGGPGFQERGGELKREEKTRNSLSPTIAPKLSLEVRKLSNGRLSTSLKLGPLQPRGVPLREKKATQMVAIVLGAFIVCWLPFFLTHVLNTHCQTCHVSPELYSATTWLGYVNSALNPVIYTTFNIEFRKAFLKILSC
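Cells expressing the human receptor were seeded at 1500 cells/well, incubated overnight at 37 degrees C in 5% CO2, then exposed to library compounds with dopamine controls for 90 minutes at 37 degrees C before luminescent detection.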
aSyn yeast inh: inhibitors of alpha-synuclein toxicity in yeast. Yeast expressing alpha-synuclein, growth rescue, BacTiter-Glo, 24 h. Potency, µM (series often up to 46.1 µM), inactives show top-dose growth rescue (activation), most hits filed as activators. hit rate 0.14% among 370,000. AID 652106; also: potency is read from the fitted curve at half-maximal effect; % of control where 0% means no effect; nearly all actives have a fitted effect of over 65% in size
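Rescue of yeast growth: cells expressing toxic alpha-synuclein, induced in galactose at OD600 0.02, incubated with compound 24 h at 30 C. ATP luminescence quantified growth; inhibitors of toxicity appear as activators.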
PTHR1 ag: activates the human parathyroid hormone receptor PTHR1; Potency, µM (doses to about 115 µM), for inactives: at the highest dose activation, usual class: activators; HEK293 GP2 PTHR1 cells, GloSensor cAMP luminescence, 1 h; hit rate 0.075% among 410,000; Q03431; also: potency is read from the fitted curve at half-maximal effect; nearly all actives have a fitted effect of over 55% in size; some results filed as inactive show a strong effect at the top dose; inactives centre near -15; many of its hits are not listed in these tables
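HEK-293-derived GP2 cells expressing PTHR1 and a GloSensor cAMP reporter, 3,000/well, plated overnight, given luciferin plus IBMX (each 0.5 mM as added) for 1 h at 37 °C, then compound for 1 h at 37 °C. Luminescence was read after 15 min at room temperature.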
Abeta rescue: restores growth of yeast expressing A-beta42 peptide | yeast expressing A-beta42, growth rescue, OD600, 48 h; response scale: 0% DMSO, 100% iron-clioquinol control | Potency, µM (top dose mostly 46.1 µM), without a hit: at the top dose growth rescue, most hits filed as activators | hit rate 0.063% among 410,000 | AID 1347071; also: potency is read from the fitted curve at half-maximal effect; nearly all actives have a fitted effect of over 55% in size
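Yeast growth medium received pinned compounds, then yeast cells expressing toxic A-beta were added; plates incubated at 30 C for 48 hr. Growth read as absorbance at 600 nm, normalized to DMSO and equimolar FeCl3 plus clioquinol controls.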
GLP1R ag: agonists of human GLP-1 receptor; hit rate 0.007% among 380,000; P43220; Potency, µM (top dose mostly 45.6 µM), without a hit: at the highest dose activation, actives largely listed as activators; HEK293 GLP-1R CRE-luciferase, luminescence, 4-6 h; cells express a hypersensitive GLP-1R form; also: potency is read from the fitted curve at half-maximal effect; % of control where 0% means no effect
Akt phos inh: blocks phosphorylation of Akt. Neuro2A IGF-stimulated pAkt S473 HTRF, 20 min; active compounds read low. activity change, % for hits at 50 µM. hit rate 0.32% among 360,000; in the data active = activity change below about -80%; inconclusive = mostly about -51% to -80%; also: % is scaled to controls: 0 for no effect and ±100 for the full control effect
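Single-point screen (50 µM final compound) in Neuro2A cells stimulated 20 min with 6 nM IGF at 37 deg C. After lysis, Ser473-phosphorylated Akt read by HTRF (ex 330 nm, em 615/665 nm) as the 665/615 ratio.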
Active calls of the source: *; i = inactive; ? = inconclusive; . = not tested or not shown; [ ] = another dose, or the depositor's remark. Unless noted, calls follow the shape of the dose curve; as a rule, active = well fitted curve in the direction sought with a large enough effect; inconclusive = small, poorly fitted or top-dose-only effect, or another doubt; inactive = no such curve, though single readings can be large; an effect the other way counts as inactive or inconclusive. These rows are one share of the data; rates above refer to the full screens.

Below each compound – FUS suppressor, TDP-43 yeast inh, GLP1R inv ag, DRD3 antagonist, aSyn yeast inh, PTHR1 ag, Abeta rescue, GLP1R ag, Akt phos inh
1	Cc1cc(C)c2c(-n3cccc3)nn(C)c2n1
 : ?, 18%, 43%[activator], 0, 1%, i, 4%, 5%, i
2	CCCc1nc(C)c(-c2ccc(OC)c(OC)c2)c(=O)[nH]1
 : -6%, -8%, -2%, -19, -1%, -21%, 13%, 8%, i
3	CC1CN(c2nc3c(c(=O)[nH]c(=O)n3C)n2Cc2ccccc2F)CC(C)O1 (configuration not stated)
 : 24%, 2%, 50%[activator], 10, -2%, -20%[57.5 µM], -1%, -5%, i
4	O=c1ccccn1CCOc1ccc(Cl)cc1
 : 2%, 13%, 3%, 14, 0%, -4%, -7%, -5%, i
5	CC(=O)Nc1ccc(NC(=O)CC2Sc3ccccc3NC2=O)cc1 (configuration not stated)
 : 26%, 3%, 2%, ., ., 18%, -4%, ., .
6	Cc1ccc(C(C)C)c(OCC(=O)Nc2ccc3c(c2)nc(CN2CCCC2)n3C)c1
 : ?, 18%, 10µM*, -67*, 1%, -32%[inhibitor], 10%, 11%, i
7	CCOc1ccc(N2C(=O)CC(N(CCc3ccc(OC)cc3)C(=O)/C=C/C(=O)O)C2=O)cc1 (configuration not stated)
 : 13%, -1%[0.397 µM], 22%, -18, -1%, i, 0%, 9%, i
8	CSc1nnnn1-c1ccc(C(=O)O)cc1
 : -23%, 10%, 10%, -19, 3%, -1%[57.5 µM], 10%, -1%, i
9	O=S(=O)(c1ccc(N2CCOCC2)cc1)N1CCOCC1
 : 6%, 14%, 12%, 43, 1%, i, 23%, -12%, i
10	CN(C(=O)Cn1nc(Cl)ccc1=O)C1CCCN(Cc2ccccc2F)C1 (configuration not stated)
 : -15%, -10%, 0%, -13, -1%, 0%, -6%, -3%, i
11	COc1cccc(NC(=O)C2CCCN(c3ncnc4onc(C)c34)C2)c1 (configuration not stated)
 : -20%, 22%, 3%, ., ., -76%[inhibitor], -3%, ., .
12	COc1ccccc1N1CCN(C2CCCN(Cc3ccc(Cl)cc3)C2)CC1 (configuration not stated)
 : 9%, -9%, ?, ?, 1%, -73%[inhibitor], 2%, -6%, i
13	COc1ccc(/C=N/NC(=O)c2cccc([N+](=O)[O-])c2)cc1OC(=O)c1ccccc1
 : 20%, -3%, ?, ?, 0%, i, 20%, 6%, i
14	CCc1nnc(NC(=O)CN2CCN(Cc3cccc(F)c3)CC2)s1
 : 8%, 0%, 4%, -11, 3%, 3%, 10%, -6%, i
15	O=C(NC1CCCCC1)C1CCN(C(=O)c2ccccc2Cl)CC1
 : 11%, 5%, 9%, 2, -5%, i, 8%, 10%, i

The closing five entries of the part above come first, to join the parts.
Below each compound – FUS suppressor, TDP-43 yeast inh, GLP1R inv ag, DRD3 antagonist, aSyn yeast inh, PTHR1 ag, Abeta rescue, GLP1R ag, Akt phos inh
11	COc1cccc(NC(=O)C2CCCN(c3ncnc4onc(C)c34)C2)c1 (configuration not stated)
 : -20%, 22%, 3%, ., ., -76%[inhibitor], -3%, ., .
12	COc1ccccc1N1CCN(C2CCCN(Cc3ccc(Cl)cc3)C2)CC1 (configuration not stated)
 : 9%, -9%, ?, ?, 1%, -73%[inhibitor], 2%, -6%, i
13	COc1ccc(/C=N/NC(=O)c2cccc([N+](=O)[O-])c2)cc1OC(=O)c1ccccc1
 : 20%, -3%, ?, ?, 0%, i, 20%, 6%, i
14	CCc1nnc(NC(=O)CN2CCN(Cc3cccc(F)c3)CC2)s1
 : 8%, 0%, 4%, -11, 3%, 3%, 10%, -6%, i
15	O=C(NC1CCCCC1)C1CCN(C(=O)c2ccccc2Cl)CC1
 : 11%, 5%, 9%, 2, -5%, i, 8%, 10%, i
16	Cc1ccc(CNC(=O)COC(=O)c2ccc(Cl)c(N)c2)cc1
 : 5%, ?, 1%, -4, 26%, i, -1%, 3%, i
17	CCN1C(=O)[C@H]2[C@@H](c3ccc(C)cc3)N3C(=O)N(c4ccccc4)C(=O)[C@@]3(C)[C@H]2C1=O
 : -5%, 6%, 11%, 18, -9%, i, -17%, 2%, i
18	CCN(CC)c1nc(N)n(CCSC(=S)N(C)C)c(=O)n1
 : 4%, -1%, -4%, -11, -5%, -28%, 2%, -7%, i
19	CC1(C)Cc2ccccc2C(=NCCCC(=O)O)N1
 : 16%, -14%, 5%, 7, -18%, -6%[57.5 µM], 10%, -6%, .
20	CSc1ccccc1NC(=O)c1cc(Cl)sc1Cl
 : 12%, ?, -8%, 16, -21%, -1%, -3%, 8%, i
21	COc1ccc(N2CCN(C(=O)C(=O)c3c[nH]c4ccccc34)CC2)cc1
 : -9%, 11%, -15%, -12, -1%, i, ., -1%, i
22	O=C(Nc1ccccc1N(C(=O)c1ccco1)S(=O)(=O)c1cccs1)c1ccco1
 : -1%, 7%, -29%, 4, -18%, -27%, -47%[inhibitor], -24%, i
23	CCOC(=O)c1ccc2c(c1)nc(SCC(=O)c1ccco1)n2CC
 : 13%, ?, 20%, 27, 0%, -1%[57.5 µM], -6%, 0%, i
24	CC1CCCCN1CCCNC(=O)Cn1ncc2c3ccccc3n(C)c2c1=O (configuration not stated)
 : -16%, 22%, -29%, ., ., i, -3%, ., .
25	CC1CN(C(=O)N2CCC(C(=O)NCc3ccccc3F)CC2)c2cc(Cl)ccc2O1 (configuration not stated)
 : 19%, 22%, 12%, ., ., i, ?, ., .
26	Nc1cc(N2CCCCC2)c([N+](=O)[O-])cc1Cl
 : ., ?, 6%, 0, 13%, -8%, -24%, 1%, i
27	O=C(Cn1c(-c2cccs2)cc2cc(Cl)ccc21)N1CCN(c2ccccc2F)CC1
 : -20%, 11%, -23%, ., ., -22%, 23%, ., .
28	Nc1cc(N)nc(SCC(=O)NNC(=O)c2ccc(Cl)cc2)n1
 : 20%, 8%, 12%, 17, 0%, -9%[57.5 µM], -15%, 6%, i
29	Cc1ccc2c(c1)P(=O)(O)c1cc(C)ccc1O2
 : ., -9%, 8%, 4, 0%, i, 0%, -2%, i
30	Cc1cccc(C)c1NC(=O)CSC(=O)c1sc2ccccc2c1Cl
 : 8%, -2%, -18%, -3, 1%, i, -7%, 3%, i

(cont.)
Below each compound – FUS suppressor, TDP-43 yeast inh, GLP1R inv ag, DRD3 antagonist, aSyn yeast inh, PTHR1 ag, Abeta rescue, GLP1R ag, Akt phos inh
31	COc1ccc(CCNC(=O)C(=O)NCC2CCCO2)cc1OC (configuration not stated)
 : 26%, -18%, 8%, ?, -6%, i, 1%, -8%, i
32	OCC[C@H]1C[C@H](O)[C@@H](O)[C@]2(OCCc3ccccc32)O1
 : -2%, -6%, 0%, 12, 0%, -14%, -12%, -1%, i
33	CCOC=C1SC(=S)N(c2ccccc2OC)C1=O
 : -6%, 0%, 8%, 9, 0%, i, 2%, -2%, i
34	COC(=O)c1cc(NCc2ccc3c(c2)OCO3)ccc1N1CCOCC1
 : 9%, 1%, 1%, 6, 0%, -12%, -10%, 10%, i
35	Nn1c(SCC(=O)NCCc2ccc(F)cc2)nnc1C1CCCCC1
 : -19%, 1%, -5%, -13, 1%, i, 4%, 7%, i
36	O=C(NC1CCCN(Cc2ccc(Cl)cc2)C1)C1CCC1 (configuration not stated)
 : 7%, -5%, -2%, -29, -2%, -18%, -2%, 15%, i
37	COC(=O)Nc1ccc(S(=O)(=O)NC2CCS(=O)(=O)C2)cc1 (configuration not stated)
 : 23%, 16%, 3%, 12, 3%, i, 2%, -1%, i
38	Cc1cc(OCCN2CCOCC2)ccc1[N+](=O)[O-]
 : ., -9%, -3%, -10, -11%, i, -2%, -4%, i
39	CCN(CC)c1ccc(/C=N/O)cc1
 : -38%, 11%, ?, 1, -5%, 21%, -6%, 7%, i
40	CN1/C(=C/C(=S)NC(=O)C2CCC2)C(C)(C)c2ccccc21
 : 24%, ?, -5%[7.66 µM], -16, -8%, i, ?, 0%, i
41	Cc1c(NS(=O)(=O)c2ccc(S(=O)(=O)c3ccccc3)s2)c(=O)n(-c2ccccc2)n1C
 : 9%, 10%, -23%, -7, -5%, -23%, 10%, -1%, i
42	COc1ccc(C(=O)NCC(c2ccc(N(C)C)cc2)N2CCc3ccccc32)cc1OC (configuration not stated)
 : -18%, 17%, -8%, ., ., -8%, 2%, ., .
43	COc1ccccc1N1CCN(C(=O)CCN2C(=O)c3cccc4cccc(c34)C2=O)CC1
 : 1%, 20%[9.22 µM], -3%[7.66 µM], 2, -3%, -19%, -9%, 1%, i
44	Cc1ccc(/C=N/N=C2/NC(=O)CS2)o1
 : -16%, 0%, 16%, 9, 2%, -26%, -8%, 2%, i
45	COC(CN(C)C(C(=O)NC1CCCCC1)c1ccccc1)OC (configuration not stated)
 : 18%, 5%, 2%, 15, -12%, i, -24%, 8%, i

(list continues)
Below each compound – FUS suppressor, TDP-43 yeast inh, GLP1R inv ag, DRD3 antagonist, aSyn yeast inh, PTHR1 ag, Abeta rescue, GLP1R ag, Akt phos inh
46	CCN(c1cccc(C)c1)C1C(=O)c2ccccc2N1C(C)=O (configuration not stated)
 : 12%, -10%, 11%, -24, 2%, i, -19%, 14%, i
47	CCCCOc1cccc(C(=O)NC(=S)Nc2cccnc2)c1
 : ., 25µM*, ?, -4, -1%, -30%[inhibitor], 3%, -1%, i
48	Cc1cc(N/N=C2\CC(C)CC(C)(C)C2)nc2ccccc12 (configuration not stated)
 : -24%, 20%, 13%, -20, 1%, 8%, -24%, 19%, i
49	O=C(NN1C(=O)C2C3C=CC([C@@H]2C1=O)C31CC1)c1ccccc1 (some centres not stated)
 : -8%, 12%, 0%, -4, 2%, i, 4%, -2%, i
